# PAFAH1B2 FP inh = PAFAH1B2 (human) inhibition. P68402. recombinant PAFAH1B2, FP-rhodamine activity probe, fluorescence polarization. inhibition, % at 3.39 µM. 340,000 compounds, 1.2% hits. AID 492953;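 active = inhibition above the mean of all tested compounds plus 3 SD, cut at about 24% in these data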;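 note: 0% = enzyme with DMSO and 100% = wells lacking PAFAH1B2; many of its hits are not listed in these tables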
# pPAFAH inh = pPAFAH (human) enzyme inhibition. recombinant pPAFAH, FP-rhodamine probe fluorescence polarization. 330,000 compounds, 1.5% hits. Q13093. inhibition, % at 3.39 µM;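 active = inhibition above the mean inhibition across the screen plus 3 SD, cut at about 25% in these data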;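 note: inhibitors block binding of the rhodamine activity-based probe so polarization drops; 0% = enzyme with DMSO and 100% = wells lacking pPAFAH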
# PME-1 inh = blocks human protein phosphatase methylesterase 1. 320,000 compounds, 0.53% hits. inhibition, % at 5.9 µM. recombinant PME-1, FP-Rh probe fluorescence polarization. Q9Y570;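 active = inhibition above the campaign mean of all compounds plus 3 SD, cut at about 26% in these data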;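 note: competitive labeling of PME-1 active site by serine hydrolase directed probe; 0% = PME-1 with DMSO and 100% = wells lacking PME-1 enzyme; inhibitors block probe labeling so polarization falls and inhibition rises; many of its hits are not listed in these tables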
# Target sequence (Q9Y570 whole entry, looked up): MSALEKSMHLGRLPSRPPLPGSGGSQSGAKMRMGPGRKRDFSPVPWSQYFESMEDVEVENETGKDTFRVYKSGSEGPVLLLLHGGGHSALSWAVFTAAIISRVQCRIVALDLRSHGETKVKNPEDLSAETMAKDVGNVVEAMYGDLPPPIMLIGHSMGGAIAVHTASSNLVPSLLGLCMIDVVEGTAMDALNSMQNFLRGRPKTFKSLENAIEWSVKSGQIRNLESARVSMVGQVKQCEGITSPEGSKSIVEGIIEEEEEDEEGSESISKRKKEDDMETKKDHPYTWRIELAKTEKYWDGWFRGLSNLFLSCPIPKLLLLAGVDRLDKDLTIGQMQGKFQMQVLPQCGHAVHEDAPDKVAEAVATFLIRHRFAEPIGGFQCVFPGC
# PAFAH1B3 inh = PAFAH1B3 (human) inhibition | recombinant PAFAH1B3, FP-rhodamine probe, fluorescence polarization | 340,000 compounds, 0.28% hits | AID 492972 | Q15102 | inhibition, % at 3.39 µM;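 active = inhibition above the screen-wide average of all tested compounds plus 3 SD, cut at about 25% in these data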;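 note: 0% = enzyme with DMSO only and 100% = wells lacking PAFAH1B3 protein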
# Target sequence (Q15102 whole entry, looked up): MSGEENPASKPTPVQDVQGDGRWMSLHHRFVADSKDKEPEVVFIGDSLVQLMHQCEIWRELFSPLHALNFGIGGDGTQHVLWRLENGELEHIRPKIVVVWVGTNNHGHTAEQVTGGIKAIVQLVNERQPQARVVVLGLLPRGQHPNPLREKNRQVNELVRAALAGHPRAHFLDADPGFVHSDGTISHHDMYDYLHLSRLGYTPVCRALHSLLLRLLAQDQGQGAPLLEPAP
# LYPLA1 counter = LYPLA1 (human) inhibition in PME1 counter-screen. O75608. recombinant LYPLA1, FP-Rh probe fluorescence polarization. inhibition, % at 5.9 µM. 320,000 compounds, 0.16% hits. AID 2174;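 active = inhibition above the mean of all tested compounds plus 3 SD, set per campaign, cut at about 14% in these data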;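 note: inhibitors block serine hydrolase probe labeling of LYPLA1 so polarization falls; 0% = enzyme with DMSO and 100% = wells lacking LYPLA1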
# Target sequence (O75608 whole entry, looked up): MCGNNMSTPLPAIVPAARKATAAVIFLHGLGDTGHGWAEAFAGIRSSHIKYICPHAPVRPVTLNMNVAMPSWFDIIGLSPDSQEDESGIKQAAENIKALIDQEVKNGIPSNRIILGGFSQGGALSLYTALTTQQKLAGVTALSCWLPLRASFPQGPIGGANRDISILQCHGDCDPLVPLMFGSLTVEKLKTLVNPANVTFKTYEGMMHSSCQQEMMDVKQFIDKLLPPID
# GSTO1 counter = GSTO1 inhibition, counter-screen for RBBP9 inhibitors; AID 1974; P78417; inhibition, % at 5.96 µM; 300,000 compounds, 1.1% hits; recombinant GSTO1, activity-based probe fluorescence polarization;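 active = inhibition above the campaign mean inhibition plus 3 SD, cut at about 35% in these data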;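 note: 0% = GSTO1-1 with DMSO and 100% = wells lacking GSTO1-1 enzyme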
# PAD4 FP inh = PAD4 (human) enzyme inhibition; recombinant PAD4, RCA probe fluorescence polarization; inhibition, % at 6.36 µM; 330,000 compounds, 0.41% hits;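 active = percent inhibition above a cutoff equal to the mean of all tested compounds plus 3 SD, cut at about 15% in these data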;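 note: 0% = PAD4 with RCA probe and DMSO and 100% = probe without PAD4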
# PAFAH2 inh = inhibitors of human PAFAH2. AID 492956. recombinant PAFAH2, FP-rhodamine activity probe, fluorescence polarization. Q99487. 340,000 compounds, 0.99% hits. inhibition, % at 3.39 µM;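 active = inhibition above the mean over all tested compounds plus 3 SD, cut at about 30% in these data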;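 note: inhibitors block probe labeling of enzyme so polarization drops; 0% = enzyme with DMSO and 100% = wells lacking PAFAH2 protein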
# LYPLA2 inh = blocks human lysophospholipase 2, a PME1 counter-screen; AID 2177; recombinant LYPLA2, FP-Rh probe fluorescence polarization; 320,000 compounds, 0.38% hits; inhibition, % at 5.9 µM; O95372;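 active = inhibition above the screen-wide mean plus 3 SD, limit set per campaign, cut at about 26% in these data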;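 note: 0% = LYPLA2 with DMSO and 100% = wells lacking LYPLA2 enzyme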
# Target sequence (O95372 whole entry, looked up): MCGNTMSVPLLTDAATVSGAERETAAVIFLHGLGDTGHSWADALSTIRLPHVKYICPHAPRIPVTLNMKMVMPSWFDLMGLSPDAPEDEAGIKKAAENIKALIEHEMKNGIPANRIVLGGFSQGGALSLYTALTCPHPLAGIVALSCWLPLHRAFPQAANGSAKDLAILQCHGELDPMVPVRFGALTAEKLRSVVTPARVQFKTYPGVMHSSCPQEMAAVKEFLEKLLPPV
# The depositor's hits bear a star; / = no result given. An excerpt, so the mix of outcomes need not match the whole.
SMILES,PAFAH1B2 FP inh,pPAFAH inh,PME-1 inh,PAFAH1B3 inh,LYPLA1 counter,GSTO1 counter,PAD4 FP inh,PAFAH2 inh,LYPLA2 inh
Cc1ccc(OCCC(=O)OCC(=O)c2ccc3c(c2)NC(=O)CO3)cc1,0,-6,-4,7,-2,/,-6,-5,-3
COC(=O)c1sc(NC(=O)c2ccncc2)nc1C,7,-1,3,7,-3,-4,-1,3,0
C/C(CC(=O)NCc1ccc(Cl)cc1)=N\NC(=O)Cc1ccccc1,12,0,-3,7,3,2,1,6,2
Cc1ccc(S(=O)(=O)/N=C(\CSC(N)=O)Nc2ccccc2)cc1,16,3,-4,-1,-1,4,-7,-5,0
c1ccc(-c2nc(C3CCCCC3)c3sccc3n2)cc1,5,-2,-3,2,0,8,-2,-1,-2
CC(C)C(=O)NCC(c1cccs1)S(=O)(=O)c1ccc(F)cc1 (configuration not stated),-3,4,4,2,-1,2,5,-6,7
CCCCC(=O)NNC(=O)CC(=O)Nc1ccccc1C(=O)O,4,0,-4,8,0,-9,-1,-4,3
CC(=O)N1CCN(C(=S)NC(=O)c2ccc(F)cc2)CC1,0,3,/,-6,/,/,1,-6,/
COc1cc(C=O)ccc1OCCOCCOc1ccc(Cl)cc1Cl,1,8,-1,0,0,4,-5,0,1
COC(=O)c1c(N)sc(C(C)=O)c1C,3,1,-1,1,3,11,-2,8,4
O=C(C[n+]1cccc(Br)c1)c1ccccc1,1,2,0,3,2,3,-1,4,1
c1ccc(CC2CCCNC2)cc1 (configuration not stated),1,9,3,10,0,9,1,-6,1
Cc1cc(NC(=O)COC(=O)C2CCN(S(=O)(=O)c3cccc(Cl)c3Cl)CC2)no1,4,17,12,0,1,-1,2,-4,5
O=C(NCCc1ccc(F)cc1)c1n[nH]c2ccccc12,6,1,-1,-2,2,4,0,-4,9
CCOC(=O)c1c(CNc2ccncc2)n(C)c2cc(Br)c(O)cc12,1,-8,0,5,0,-5,1,7,0
O=C(CSc1nnnn1-c1ccc(Cl)cc1)N1CCc2ccccc2C1,4,1,4,1,0,4,-3,-2,7
COc1cc(/C=C/C(=O)N2CCN(c3ccccn3)CC2)cc(OC)c1OC,-3,1,-5,8,1,1,1,6,2
COc1ccccc1NS(=O)(=O)c1cccc(C(=O)N/N=C(\C)c2cccnc2)c1,3,-4,9,0,-1,/,-3,8,2
COc1ccc(S(=O)(=O)NCc2ccccc2)cc1,4,5,5,1,1,0,-4,-4,6
COc1ccc(C(=O)CC(Nc2ccc([N+](=O)[O-])cc2)c2ccc(OC)cc2)cc1 (configuration not stated),-4,-6,-20,-9,-20,-7,-1,-22,-27
O=C(NC(Cc1ccccc1)C(=O)O)/C(=C/c1ccco1)NC(=O)c1cccc(Br)c1 (configuration not stated),8,9,-3,6,-3,7,0,8,1
Cc1cc(C)nc(SCC(=O)NN=Cc2ccc(C)o2)n1,1,3,/,-2,/,/,-7,10,/
COc1ccccc1N(CC(=O)NCCSCc1cccc(C)c1)S(=O)(=O)c1ccccc1,7,9,-2,6,-1,-4,4,0,3
COc1ccc(Cl)cc1N1C(=O)C2CCCN2C1c1sccc1C (configuration not stated),0,6,3,6,-1,2,-4,5,-1
Cc1cc(=O)n2nc(N3CCC(C(=O)NCc4cccnc4)CC3)sc2n1,0,0,-1,11,0,-2,2,1,-5

# Next section
SMILES,PAFAH1B2 FP inh,pPAFAH inh,PME-1 inh,PAFAH1B3 inh,LYPLA1 counter,GSTO1 counter,PAD4 FP inh,PAFAH2 inh,LYPLA2 inh
N#CCCn1nc(-c2ccccc2)cc1Nc1ccccc1NC(=O)c1cccs1,1,3,0,4,-1,-7,3,-13,-2
CC(=O)Nc1ccc(SCC(=O)Nc2cc(C)on2)cc1,-1,5,1,11,0,26,-2,0,1
COc1ccccc1C(=O)Nc1ccc(NC(=O)C2CCCCC2)nc1,2,-1,-1,10,-1,-1,-7,-5,-5
Cc1cnc([N+](=O)[O-])n1CCOC(=O)c1cccc(F)c1,-2,3,1,5,0,-9,-1,4,4
CCC1CCCCN1CCCNC(=O)C1CCCN(c2ncnc3c2nc2n3CCCCC2)C1 (configuration not stated),3,-1,-4,0,3,-7,-1,11,2
Fc1ccc2[nH]c3c(Cl)ncnc3c2c1,4,3,-8,6,-4,-6,4,-4,-1
COC(=O)c1ccc(/C=N/NC(=S)NC(C)C)cc1,-1,-2,0,-3,-2,-1,-3,3,5
COc1cc(CC(=O)NCCc2ccc(S(N)(=O)=O)cc2)cc(OC)c1OC,1,1,-6,4,-4,6,-7,1,-1
Cc1ccc(C(=O)NNC(=O)OC(C)(C)C)c(Cl)c1,3,0,3,8,2,0,2,-2,0
c1cc2cc(-c3c(-c4ccc5c(c4)OCO5)noc3-c3ccsc3)ccc2[nH]1,-5,-8,-14,-1,-9,-11,-5,-9,-20
FC(F)(F)Oc1ccccc1-c1nnc(-c2cccc(C(F)(F)F)c2)o1,3,2,-1,1,-2,5,0,6,3
COc1ccc(C(CC(=O)Nc2ccccn2)N2Cc3ccccc3C2=O)cc1 (configuration not stated),1,5,-5,9,-2,5,4,-2,7
CCOC(=O)C1(CCCc2ccccc2)CCN(C(=O)CCn2cncn2)CC1,11,9,5,8,3,-4,-1,5,4
c1cc2ccc3ccc(CN4CCOCC4)c4ccc(c1)c2c34,4,0,-4,3,-1,4,-1,0,5
CN(CC(=O)Nc1c(Cl)cccc1Cl)C(=O)c1cccc(-n2cccc2)c1,0,7,-3,5,0,6,3,11,-1
C/C(NCCN1CCOCC1)=C(\C#N)C(N)=O,-1,1,-8,6,4,0,-11,0,-2
CCCCOc1c(Cl)cc(C(=O)N(C)CC(=O)Nc2ccc(N3CCOCC3)cc2)cc1OCC,-1,11,-1,-2,-1,2,2,2,-2
Oc1ccc(N=Nc2ccccc2)cc1,0,1,0,10,-1,-2,5,-15,-1
Cc1nnc(SCC(=O)NCC(=O)Nc2ccc(F)c(F)c2F)n1N,4,5,/,3,/,/,-5,1,/
O=C(ONC1=NCCCCC1)c1cccc([N+](=O)[O-])c1,3,3,-4,-6,1,4,-1,11,-3
COC(=O)c1ccccc1S(=O)(=O)N1CCC(C(=O)OCC(=O)NC2CCCCC2C)CC1 (configuration not stated),0,9,1,6,7,/,2,1,11
CC(CCCC(C)(C)O)NC(=O)c1ccc2oc(CCc3ccccc3)nc2c1 (configuration not stated),6,3,0,3,-2,7,-5,-5,1
O=C(Nc1ccc2c(c1)CCC2)c1cc(F)cc(F)c1,-1,3,-8,10,-4,/,3,0,1
N#Cc1cn(-c2cccc(C(F)(F)F)c2)c(=O)[nH]c1=O,2,-5,-1,3,1,-4,-5,-2,-5
Cc1cc(NC(=O)c2cc(-c3ccccc3C)nc3ccccc23)no1,-1,8,0,9,1,6,-1,-1,-6

# Next results follow:
SMILES,PAFAH1B2 FP inh,pPAFAH inh,PME-1 inh,PAFAH1B3 inh,LYPLA1 counter,GSTO1 counter,PAD4 FP inh,PAFAH2 inh,LYPLA2 inh
CN1/C(=C\C(=O)COC(=O)c2ccc(O)c(O)c2)C(C)(C)c2ccccc21,/,32*,-21,/,-17,26,-25,/,-33
COc1ccc(S(=O)(=O)Cc2ccc(C(=O)N3CCN(c4ccccc4F)CC3)o2)cc1,-2,10,3,10,-1,-1,1,0,0
CCN(CC)C(=O)c1cc2cc([N+](=O)[O-])ccc2s1,-4,-1,5,-1,2,-15,-12,-5,-7
Cc1ccc(S(=O)(=O)N2CC3CCCN3c3ccc(C(F)(F)F)cc32)cc1 (configuration not stated),-3,3,-7,-1,-3,1,-4,4,-5
CCOC(=O)CSc1nc2ccc(N3CCOCC3)cc2c(=O)n1Cc1ccccc1,8,13,9,11,3,8,-3,3,12
O=C(Nc1ccc2c(c1)OCO2)c1cnc2n(c1=O)CCS2,2,1,3,10,-2,11,-2,13,-2
CCCCn1c(N)c(N(CC)C(=O)Cc2ccc(S(=O)(=O)N3CCOCC3)s2)c(=O)[nH]c1=O,-2,-1,3,5,0,-1,-2,-3,2
COCCN(CC(=O)Nc1ccccc1C(F)(F)F)C(=O)/C=C/c1ccc2ccccc2n1,-2,-3,2,12,-4,/,2,-3,2
O=C(O)c1ccc(CSc2nnnn2-c2ccc(F)cc2)cc1,0,2,2,5,0,-2,-1,6,-3
CC1Sc2ccc(C(=O)NCc3ccccc3Cl)cc2NC1=O (configuration not stated),0,3,/,1,/,/,-4,-7,/
Cc1c(C(=O)C(=O)NCc2ccco2)c2ccccc2n1C,0,-6,-6,5,-1,9,-1,1,-1
CCC(C)n1c(SC(C)C#N)nc2ccccc2c1=O (configuration not stated),-5,7,1,9,5,6,-4,5,3
CCOc1ccc(-n2nc3c(=S)[nH]nc(C)c3c2C)cc1,-1,7,-5,6,1,9,4,2,2
CCc1ccc([C@@H]2C[C@H]3CN(Cc4ccccc4OC)C(=O)[C@]34CCCN24)cc1,3,5,2,6,-3,3,-3,-1,-1
COc1ccc(CN2CCOCC2)cc1,8,-1,1,9,2,4,10,10,6
COc1ccc(/C=N/NC(=O)c2nc(Cl)c(Cl)c(N)c2Cl)cc1COc1ccccc1F,-2,-4,-8,4,-7,-2,-4,-7,-15
O=C(C1CCN(S(=O)(=O)c2ccc(Cl)c(C(F)(F)F)c2)CC1)N1CCC1,-3,0,-3,3,-3,/,4,4,-5
COc1ccccc1NC(=O)NCC1CC1(Cl)Cl (configuration not stated),2,0,-2,10,-3,-4,0,-12,-12
Cc1cccc(NC2=C(NCCO)C(=O)c3ccccc3C2=O)c1,4,1,19,10,2,42*,-3,4,22
Cc1cccc(N2CCN(C(=O)C3CCC(=O)N(Cc4ccccc4F)C3)CC2)c1C (configuration not stated),4,3,4,11,0,4,-2,0,-8
CC1CCC(C(C)C)C(OCC(O)C[N+]2(C)CCCCC2)C1 (configuration not stated),0,1,-5,1,2,0,2,9,4
CCNC(=S)N(CCN(CC)CC)Cc1cc2cc3c(cc2[nH]c1=O)OCCO3,1,-1,-4,5,-4,-8,6,4,-5
CC(NC(=O)CCn1ccc2cc(S(=O)(=O)N3CCCC3)ccc21)c1ccccc1 (configuration not stated),0,0,3,3,3,5,0,0,0
COc1ccc(-c2ccc(-c3nnn(CC(=O)N4CCOCC4)n3)cc2)cc1,4,2,0,-6,-4,-5,0,-4,3
Cn1c(N)c(C(=O)c2ccc(Oc3ccccc3)cc2)c(=O)n(C)c1=O,1,-2,8,-3,2,4,6,7,2
Cc1ccccc1-c1nnc(SCCOc2ccc3c(C)cc(=O)oc3c2)o1,2,1,1,-6,3,36*,-1,0,1
CC(=O)c1ccc(N=Nc2c(C)[nH][nH]c2=O)cc1,5,1,-1,4,3,4,-4,3,3
CC(C)N(Cc1nc2ccccc2c(=O)[nH]1)C(=O)c1ccc(NC(=O)CSc2nnnn2C)cc1,-1,1,0,4,-1,/,-1,0,4
COC(=O)N/N=C/c1cc(OC)c(O)c([N+](=O)[O-])c1,5,3,-3,4,4,0,1,6,5
CCOC(=O)c1nn(-c2ccccc2C)c(=O)cc1OCC(=O)N1CCN(c2ccccc2)CC1,6,6,-2,1,-2,-3,2,5,3

# Compound profiles, as listed above. Order of values: PAFAH1B2 FP inh | pPAFAH inh | PME-1 inh | PAFAH1B3 inh | LYPLA1 counter | GSTO1 counter | PAD4 FP inh | PAFAH2 inh | LYPLA2 inh
# CCN(CC)C(=O)c1cc2cc([N+](=O)[O-])ccc2s1 is listed with -4 | -1 | 5 | -1 | 2 | -15 | -12 | -5 | -7
# CCOC(=O)CSc1nc2ccc(N3CCOCC3)cc2c(=O)n1Cc1ccccc1 is listed with 8 | 13 | 9 | 11 | 3 | 8 | -3 | 3 | 12

# Source: PubChem BioAssay
